High-throughput results: PubChem BioAssay, National Center for Advancing Translational Sciences (NCATS)
GCN5L2 inh: qHTS Assay for Inhibitors of GCN5L2. Histone acetyltransferase KAT2A (Homo sapiens), Q92830. GCN5L2 HAT assay, ThioGlo1 CoA-SH fluorescence. Potency, µM (series often up to 58.9 µM), for inactives: at the top dose activity change, negative = inhibition, usual class: inhibitors. 390,000 tested, 0.21% active. AID 504327, 2011
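qHTS, 1536-well. 20nM enzyme, pH 7.5 HEPES/EDTA/Tween-20 buffer; 15 min compound preinc., RT. Start: 75uM H3(1-25), 70uM AcCoA, 50uM ThioGlo1. Read Ex340/Em540 at t=0 (autofluorescence flag) and t=20 min.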
DT40 TDP1 no CPT: qHTS for Inhibitors of human tyrosyl-DNA phosphodiesterase 1 (TDP1): qHTS in cells in absence of CPT; DT40 Tdp1-/- hTDP1 cells, no CPT, ATP luminescence, 48 h; Potency, µM (series often up to 46.2 µM), without a hit: at the highest dose activity change, negative = growth inhibition, actives largely listed as inhibitors; 420,000 tested, 15% active; AID 686978, 2013; further: nearly all actives have a fitted effect of over 55% in size
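Camptothecin absent (DMSO only). Human TDP1-complemented DT40 knockout cells, 400 cells/well, 37 °C for minimum 48 hr; ATP measured via CellTiter-Glo, 30 min dark incubation, luminescence.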
TDP1 inh: qHTS Assay for Inhibitors of Tyrosyl-DNA Phosphodiesterase (TDP1) | Potency, µM (highest dose often 130 µM), inactives show top-dose activity change, negative = inhibition, hits mostly inhibitors | AID 485290, 2010 | recombinant TDP1, AlphaScreen DNA substrate cleavage | Tyrosyl-DNA phosphodiesterase 1 (Homo sapiens), Q9NUW8 | 350,000 tested, 0.28% active; further: nearly all actives have a fitted effect of over 40% in size
Target sequence (Q9NUW8 whole entry, looked up): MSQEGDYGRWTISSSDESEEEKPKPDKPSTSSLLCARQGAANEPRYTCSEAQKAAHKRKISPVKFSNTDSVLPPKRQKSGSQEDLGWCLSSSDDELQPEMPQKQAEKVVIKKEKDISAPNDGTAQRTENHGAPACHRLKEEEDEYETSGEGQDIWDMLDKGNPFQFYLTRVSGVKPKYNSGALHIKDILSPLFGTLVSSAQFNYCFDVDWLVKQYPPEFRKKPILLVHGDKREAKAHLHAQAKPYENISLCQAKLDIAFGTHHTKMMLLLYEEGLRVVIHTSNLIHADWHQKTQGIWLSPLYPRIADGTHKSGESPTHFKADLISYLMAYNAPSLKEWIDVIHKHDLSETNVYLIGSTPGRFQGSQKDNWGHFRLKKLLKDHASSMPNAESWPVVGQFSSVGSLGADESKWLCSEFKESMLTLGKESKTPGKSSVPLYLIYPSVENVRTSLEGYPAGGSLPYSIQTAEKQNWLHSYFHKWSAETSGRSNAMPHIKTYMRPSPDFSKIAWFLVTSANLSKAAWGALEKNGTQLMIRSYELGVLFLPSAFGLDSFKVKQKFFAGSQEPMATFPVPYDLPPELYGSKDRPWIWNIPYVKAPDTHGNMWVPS
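Tdp1 1 nM final; 15 min RT w/ cpd; substrate 15 nM, 5 min; beads 10 ug/ml, 10 min; AlphaScreen read. Neg ctrl: no enzyme.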
* hit, by the source's call; u = inconclusive; x = no result given; & = joins results of further samples; [ ] = dose if it differs, or a comment. The call rests on the fitted dose curve; in most records, active means well fitted curve in the direction sought with a large enough effect; inconclusive means small, poorly fitted or top-dose-only effect, or another doubt; inactive means no such curve, though single readings can be large; an effect the other way counts as inactive or inconclusive. On the % scale 0 is the no-effect control and ±100 the full control effect; potency means the concentration at half of the fitted maximal effect. Only part of the results is shown; count on the stated rates, not on these rows.

The line under a structure holds: GCN5L2 inh, DT40 TDP1 no CPT, TDP1 inh
- OC(COCC(F)(F)C(F)(F)C(F)(F)C(F)F)Cn1c2ccc(Cl)cc2c2cc(Cl)ccc21 (stereo unspecified)
 : -2%, 2.6µM*, -5%
- CCN(CC)c1ccc(/C=N/Nc2nc(C)cc(C)n2)cc1
 : -7%, 18µM*, x
- CCN(CC)S(=O)(=O)c1ccc2c(c1)N(CC(=O)N1CCN(c3ccc(Cl)cc3)CC1)C(=O)CO2
 : -3%, 16µM*, 3%
- Cc1ccc(S(=O)(=O)N2CCC[C@H]2C(=O)OCC(=O)N2CCc3ccccc32)cc1
 : -1%, -3%, 1%
- CN(C(=O)c1cc(COc2c(F)cccc2F)on1)C1CCOC1 (stereo unspecified)
 : -1%, -18%, 1%
- Cc1ccc(C2CC(=O)NC(SCc3ccccc3)=C2C#N)cc1 (stereo unspecified)
 : -13%, -26%, -2%
- O=C1CC(c2ccc3c(c2)OCCO3)Oc2ccc([N+](=O)[O-])cc21 (stereo unspecified)
 : -6%, 16µM*, x
- Cc1ccc(-c2nnc(Nc3cccc(Br)c3)c3ccccc23)cc1S(=O)(=O)N1CCN(C)CC1
 : -3%, 18µM*, 3%
- COC(=O)c1cc2ccc(OC)c(OC)c2c(=O)s1
 : -4%, -17%, 5%
- CCOC(=O)CSc1nc2ccccc2c(=O)n1CCCCCC(=O)NCc1ccco1
 : 8%, u, -1%
- COc1cc(C(=O)N2CCN(c3ccccc3O)CC2)ccc1OCC(=O)N1CCOCC1
 : -4%, 12%, 0%
- CCCCc1nn2c(=O)cc(COC(=O)COc3ccc(C)cc3)nc2s1
 : -4%, 3%, 5%
- N#C/C(=C(/O)COC(=O)c1ccc(C#N)cc1)c1nc2ccccc2s1
 : -14%, -20%, 7%
- COc1ccccc1NC(=O)C1=C(C)Nc2nc3ccccc3n2C1c1ccccc1Cl (stereo unspecified)
 : -5%, u, 4%
- Cc1ccc(N2CC(C(=O)Nc3c4c(nn3C(C)(C)C)CS(=O)(=O)C4)CC2=O)cc1C (stereo unspecified)
 : 5%, -16%, 1%[56.1 µM]
- CC(=O)c1cccc(OCC(=O)c2cc(C)n(-c3cc(C)on3)c2C)c1
 : -9%, 18µM*, 6%
- O=C(NCCCN1CCOCC1)c1ccc(CS(=O)(=O)Cc2ccc(Cl)cc2)o1
 : -6%, -1%, 5%
- CCOC(=O)N1CCN(CCC(=O)Nc2ccccc2OC)CC1
 : 1%, -6%, 5%
- CC(CNC(=O)Cn1cnc2c(OCc3ccccc3)ncnc21)c1ccccc1 (stereo unspecified)
 : -1%, -20%, 1%
- CCOC(=O)N1CCN(CCC(=O)Nc2cccc(Br)c2)CC1
 : 1%&-7%, u, -4%&5%
- COc1cc(/C=N/N2CCOCC2)ccc1OCc1ccccc1
 : 0%, -8%, 2%
- O=C(NCc1nc2ccccc2[nH]1)C1=C[C@@H](C2CCCCC2)C[C@@H](OCc2ccc(CO)cc2)O1
 : -3%, u, 8%
- O=C(N/N=C/c1cc(O)ccc1Br)c1cccnc1
 : -10%, 2.9µM*, x
- CC(Oc1ccccc1Cl)C(=O)N1CCOCC1 (stereo unspecified)
 : 0%, -6%, -3%
- Cn1nnnc1SCC(=O)N1CCN(c2ccc(Cl)cc2)CC1
 : -1%, -14%, 9%
- COc1ccc2c(c1)cc1n2CCN=C1NN
 : -12%, -26%, 9%
- CCc1ccc(N=c2c([N+](=O)[O-])nn(-c3ccc4c(c3)OCCO4)n2O)cc1
 : -12%, -12%, 8%
- CCN(CC)S(=O)(=O)c1ccc(NS(=O)(=O)c2cccs2)cc1
 : 5%, 2%, 2%
- O=S(=O)(c1ccc(N2CCC(c3ccc(Cl)cc3)=N2)cc1)N(CCO)CCO
 : -21%, u, x
- CCN1CCc2nc(NC(=O)c3cc(F)c(F)cc3Cl)sc2C1
 : -4%, -23%, 5%
- O=C(CCCC(=O)N(CC(=O)NC1CCCCC1)c1cccc(F)c1)Nc1ccccn1
 : -2%, -4%, x
- Cn1c(-c2ccc(F)cc2)cnc1NCc1ccccc1
 : -2%, u, 3%
- c1c(C2CCCCC2)n[nH]c1CN1CCCCC1
 : 1%, -17%, 4%
- COc1cc(OC)c(C(=O)O/N=C(\N)c2cccc(C)c2)cc1OC
 : -3%, u, x
- COc1ccc(C(=O)NC2(C(F)(F)F)C(=O)NC(C)=C2C#N)cc1OC (stereo unspecified)
 : -2%, -6%, 12%
- CCOC(=O)C1C(=O)C=C(c2ccc(C)cc2)CC1c1cccc([N+](=O)[O-])c1 (stereo unspecified)
 : -4%, u, 0%
- c1ccc(C2OCC3(CO2)COC(c2ccccc2)OC3)cc1 (stereo unspecified)
 : -13%, -16%, 1%
- Cc1ccccc1Nc1cc(C(=O)NCc2cccs2)c2ccccc2n1
 : -5%, u, 0%
- Cc1[nH]nc2c1C(c1ccccc1F)CC(=O)N2 (stereo unspecified)
 : -3%, -4%, 3%
- Cc1cccc(Nc2n[nH]c(C)c2[N+](=O)[O-])c1
 : -8%, -28%, 2%
- CC(=O)Nc1ccc(S(=O)(=O)NC2CC3CCC2C3)cc1 (stereo unspecified)
 : -18%, -25%, x
- CCc1ccccc1NC(=O)CNC(=O)CNC(=O)C1CCCCC1
 : 0%, 0%, 2%
- CCOc1ccccc1/C=N/Nc1nc2c(N)ncnc2n1[C@H]1O[C@@H](CO)[C@H](O)[C@@H]1O
 : -7%, u, 6%
- CC1CCN(c2ccc3nnc(CCC(=O)N4CCN(c5ccc(F)cc5)CC4)n3n2)CC1
 : -10%, u, 4%
- O=c1cc[nH]c2cc(C(F)(F)F)ccc12
 : -3%, -26%, 3%
- O=C1CC(SC(=Nc2ccccc2)Nc2ccccc2)C(=O)N1c1ccc(Cl)cc1 (stereo unspecified)
 : -10%, u, 3%
- Cc1cc(C)cc(NS(=O)(=O)c2ccc3c(c2)c(=O)n(C)c(=O)n3C)c1
 : -2%, 2.1µM*, 5%
- CC(=O)N/C(=N/c1nc(C)cc(C)n1)Nc1cccc(C)c1
 : -15%, -23%, x
- COc1ccccc1NC(=O)C1=C(C)NC(=O)NC1c1cccs1 (stereo unspecified)
 : -7%, -7%, -3%
- COc1ccc(C2(C(=O)O)CCCC2)cc1
 : -4%, 1%, 5%
- NS(=O)(=O)c1ccc(CCNC(=O)C2CCCCN2S(=O)(=O)c2ccccc2)cc1 (stereo unspecified)
 : 1%, -11%, 0%
- CCn1c(C(C)NC(=O)c2cccc(C)c2)n[nH]c1=S (stereo unspecified)
 : -2%, 0%, 5%
- COc1cccc(-n2c(-c3ccco3)nc3c(cnn3-c3ccc(C)cc3)c2=O)c1
 : -16%, 15µM*, 2%
- Cc1nc2nc[nH]n2c(=O)c1NS(=O)(=O)c1ccc([N+](=O)[O-])cc1
 : -7%, -12%, 1%
- Cc1ccc(S(=O)(=O)Oc2ccc(C(c3c(C)[nH][nH]c3=O)c3c(C)[nH][nH]c3=O)cc2)cc1
 : -5%, 12%, 2%
- c1ccc(-c2cncn2-c2ccccc2)cc1
 : -2%, u, 8%
- CN1C(=O)c2cccc3c(N)ccc(c23)C1=O
 : u, u, x
- Cc1ccc(NC(=O)NCCc2c(C)nn(C)c2C)c(Cl)c1
 : -6%, -25%, 6%
- O=C(c1ccc(S(=O)(=O)N2CCCCCC2)cc1)N1CCCC(C(F)(F)F)C1 (stereo unspecified)
 : 0%, u, 2%
- CCn1cc(C(=O)N(CCCN2CCOCC2)Cc2ccco2)c(=O)c2ccc(C)nc21
 : -1%, 7%, 3%

Single entries from the results shown:
Value of O=C1CC(SC(=Nc2ccccc2)Nc2ccccc2)C(=O)N1c1ccc(Cl)cc1 (stereo unspecified) in GCN5L2 inh: -10%
Value of O=C(c1ccc(S(=O)(=O)N2CCCCCC2)cc1)N1CCCC(C(F)(F)F)C1 (stereo unspecified) in TDP1 inh: 2%

(cont.)
The line under a structure holds: GCN5L2 inh, DT40 TDP1 no CPT, TDP1 inh
- CCc1ccc2nc(N(CCCN(C)C)C(=O)c3ccc(S(=O)(=O)N4CCc5ccccc5C4)cc3)sc2c1
 : -1%, 5.2µM*, 3%
- CCOc1ccc(C2/C(=C(\O)c3c(C)[nH]c(C(=O)OC)c3C)C(=O)C(=O)N2CCN(C)C)cc1 (stereo unspecified)
 : -12%, -5%, -2%
- O=C(Nc1ccc2[nH]ncc2c1)c1ccccc1
 : -12%, 8%, x
- COc1ccc(NC(=O)CSC2=Nc3ccccc3C3=NC(CCC(=O)NCCc4ccccc4)C(=O)N23)c(OC)c1 (stereo unspecified)
 : -21%, 8.2µM*, 2%
- CCc1cccc(CC)c1NC(=S)NC(C)c1ccccc1 (stereo unspecified)
 : 1%, 23µM*, 3%
- O=C(NNC(=O)C1CCN(Cc2cccc(F)c2)CC1)c1cccc(Cl)c1
 : 1%, u, 3%
- CCCCN(C(=O)C1CC1)C1CCS(=O)(=O)C1 (stereo unspecified)
 : -5%, -6%, x
- CCOC(=O)c1c(NC(=S)Nc2ccccc2)sc2c1CCN(C)C2
 : -5%, u, 4%
- CCc1noc(-c2ccc(NCc3ccccc3)c([N+](=O)[O-])c2)n1
 : 0%, 18µM*, 6%
- CCNc1ncc2nc(-c3ccccc3)c(=O)n(C)c2n1
 : u, 1%, x
- O=S(=O)(Cc1ccccc1Cl)N1CCCC1
 : 0%, -10%, 0%
- CCCCCN=CC1=C(O)CC(c2ccccc2)CC1=O (stereo unspecified)
 : -12%, -5%, 1%
- Cc1ncc([N+](=O)[O-])n1CC(O)CCl (stereo unspecified)
 : -5%, -11%, 6%
- COc1ccccc1NC(=O)c1cc(C(=O)O)ccc1C(=O)O
 : -9%, -10%, 5%
- Cc1nc(-c2c(-c3ccc(O)cc3O)noc2C(F)(F)F)cs1
 : -8%, 16µM*, 5%
- C=CC12C=CC=CN1C(C(=O)OC)=C(C(=O)OC)C(C(=O)OC)=C2C(=O)OC (stereo unspecified)
 : -1%, -28%, 3%
- COC(=O)[C@]1(Cc2ccccc2)N[C@H](CN(C)S(=O)(=O)c2ccc(OC)cc2)[C@@H]2C(=O)N(C)C(=O)[C@@H]21
 : 0%, u, 2%
- CCOc1ccccc1NC(=O)CN1C(=O)C2(SCC(=O)N2c2ccc(C)cc2)c2ccccc21 (stereo unspecified)
 : 0%, u, 6%
- CC(C(=O)Nc1ccc2c(c1)OCCO2)n1nnc(-c2ccccc2)n1 (stereo unspecified)
 : 1%, 18%, 8%
- COc1ccc(NC(=O)c2cc(-c3ccccc3O)n[nH]2)cc1Cl
 : 1%, u, x
- CCOC(=O)c1c(NC(=O)CSc2nncs2)sc(C)c1C
 : 0%, -4%, 2%
- COc1cccc(NC(=O)Cn2cc(S(=O)(=O)Cc3ccccc3F)c3ccccc32)c1
 : -12%, 18µM*, 5%
- CCC(=O)N1CCc2cc(S(=O)(=O)NCCC(=O)Nc3ccc(N(CC)CC)cc3C)ccc21
 : -10%, 23µM*, 5%
- CCN(CC(=O)Nc1ccccc1OC)C(=O)c1ccccc1Sc1ccccc1C#N
 : -4%, u, 1%
- COCCNC(=O)c1ccc(NS(=O)(=O)c2ccc3[nH]c(=O)[nH]c3c2)cc1
 : -5%, -2%, 3%
- O=C1NN(c2ccccc2)C(=O)/C1=C/c1coc2ccccc2c1=O
 : -5%, u, 0%
- CCCOC(=O)CCCC[C@H]1SC[C@@H](NC(=O)OC)[C@H]1NC(=O)OC
 : 0%, -8%, 4%
- CCOC(=O)c1cnc(SC)nc1Sc1ccc(Cl)cc1Cl
 : -3%, u, x
- COc1ccccc1-c1cc(C(=O)Nc2c(C)nn(Cc3ccc(Cl)cc3)c2C)no1
 : -3%, 21µM*, 5%
- O=C(O)[C@H]1CCCC[C@H]1C(=O)Nc1ccc(S(=O)(=O)N2CCCCC2)cc1
 : -22%, -3%, 11%[0.0935 µM]
- O=C(C1CC1)N1CCc2sccc2C1c1ccc(Cl)cc1 (stereo unspecified)
 : -4%, u, 1%
- COc1ccc(C2(c3ccc(OC)cc3)NC(=O)N(CC(=O)N(C)C3CCC(C)CC3)C2=O)cc1 (stereo unspecified)
 : -8%, -14%, 0%[56.1 µM]
- O=C(Nc1nnc(CCc2ccccc2)s1)c1ccccc1F
 : -1%, -17%, x

Nothing new here: an excerpt of the list.
The line under a structure holds: GCN5L2 inh, DT40 TDP1 no CPT, TDP1 inh
- COc1ccc(C2(c3ccc(OC)cc3)NC(=O)N(CC(=O)N(C)C3CCC(C)CC3)C2=O)cc1 (stereo unspecified)
 : -8%, -14%, 0%[56.1 µM]
- O=C(Nc1nnc(CCc2ccccc2)s1)c1ccccc1F
 : -1%, -17%, x
